mIDH1 inhibitor = inhibitors of human mutant IDH1 R132H; O75874; IDH1-R132H enzyme, NADPH consumption, diaphorase/resazurin fluorescence; Potency, µM (doses to about 76.6 µM), for inactives: at the top dose activity change, negative = inhibition, hits mostly inhibitors; 390,000 compounds, 0.093% hits; AID 602179; further: on the % scale 0 is the no-effect control and ±100 the full control effect; nearly all actives have a fitted effect of over 65% in size
Target sequence (O75874 whole entry R132H, stated change not applied): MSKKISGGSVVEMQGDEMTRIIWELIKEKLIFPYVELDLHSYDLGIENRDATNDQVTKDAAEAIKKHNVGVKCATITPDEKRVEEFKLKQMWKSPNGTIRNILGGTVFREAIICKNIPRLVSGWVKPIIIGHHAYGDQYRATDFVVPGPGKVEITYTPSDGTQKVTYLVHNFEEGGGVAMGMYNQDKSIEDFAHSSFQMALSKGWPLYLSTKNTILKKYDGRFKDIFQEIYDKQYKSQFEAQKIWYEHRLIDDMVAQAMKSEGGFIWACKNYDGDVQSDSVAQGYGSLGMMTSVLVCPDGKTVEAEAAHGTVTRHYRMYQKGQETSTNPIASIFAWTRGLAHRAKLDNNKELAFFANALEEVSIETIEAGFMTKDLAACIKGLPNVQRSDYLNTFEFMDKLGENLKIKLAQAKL
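IDH1-R132H (0.5 ug/mL dispensed) in pH 7.5 Tris buffer was preincubated 30 min with compound, then given a substrate mix of 0.016 mM NADPH and 2 mM alpha-KG for 80 min at room temperature; remaining NADPH was read by diaphorase/resazurin fluorescence.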
TrxR1 substrate = rat thioredoxin reductase 1 substrate activity | AID 588456 | O89049 | 390,000 compounds, 0.01% hits | purified TrxR1 substrate turnover, NADPH consumption readout | Potency, µM (top dose mostly 114 µM), inactives show at the highest dose activity change, negative = substrate turnover; further: on the % scale 0 is the no-effect control and ±100 the full control effect; nearly all actives have a fitted effect of over 50% in size
Target sequence (O89049 whole entry, looked up): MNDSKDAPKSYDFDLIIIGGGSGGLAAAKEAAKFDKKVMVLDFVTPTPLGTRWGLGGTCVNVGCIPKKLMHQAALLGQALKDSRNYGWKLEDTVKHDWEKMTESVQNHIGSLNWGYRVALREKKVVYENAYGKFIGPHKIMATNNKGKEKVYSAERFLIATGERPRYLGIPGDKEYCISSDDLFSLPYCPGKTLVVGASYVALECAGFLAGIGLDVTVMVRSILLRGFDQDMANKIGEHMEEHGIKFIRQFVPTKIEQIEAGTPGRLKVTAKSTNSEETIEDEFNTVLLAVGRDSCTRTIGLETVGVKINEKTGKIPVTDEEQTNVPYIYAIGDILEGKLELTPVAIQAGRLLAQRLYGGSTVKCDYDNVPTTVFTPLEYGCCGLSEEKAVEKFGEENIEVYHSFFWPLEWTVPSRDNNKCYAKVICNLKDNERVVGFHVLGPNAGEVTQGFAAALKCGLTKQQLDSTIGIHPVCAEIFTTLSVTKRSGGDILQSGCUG
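Rat TrxR1, dispensed at 90 nM, was prereduced with 400 uM NADPH (final) for 5 min at ~22 deg C, then incubated with compound 15 min before 400 uM selenite. A first-read NADPH fluorescence drop versus no-compound background flagged substrates.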
RGS4 inh = inhibitors of human regulator of G protein signaling 4 | P49798 | AID 504845 | Transcreener GDP fluorescence polarization, RGS4-accelerated GTP hydrolysis | Potency, µM (series often up to 114 µM), for the others: at the highest dose activity change, negative = inhibition, most hits filed as inhibitors | 390,000 compounds, 0.039% hits; further: on the % scale 0 is the no-effect control and ±100 the full control effect; nearly all actives have a fitted effect of over 75% in size; some results filed as inactive show a strong effect at the top dose
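MLSMR compounds (23 nl, pin-transferred) preincubated 10 min at room temperature with a 500nM (2x) first reagent, then RGS4 at 900nM (2x) plus Transcreener GDP mix added; fluorescence polarization (620/688 nm) read before and after 90 min at 30 °C.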
USP1-UAF1 inh = USP1/UAF1 (human) deubiquitinase inhibition; O94782; Potency, µM (highest dose often 57.1 µM), for inactives: at the top dose activity change, negative = inhibition, most hits filed as inhibitors; 390,000 compounds, 0.23% hits; AID 743255; recombinant USP1/UAF1, Ub-Rhodamine cleavage fluorescence; further: on the % scale 0 is the no-effect control and ±100 the full control effect; nearly all actives have a fitted effect of over 60% in size; inactives centre near -12
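USP1/UAF1 complex (1 nM) preincubated 15 min at room temperature with compound, then Ub-Rho substrate (150 nM final) added. Kinetic fluorescence at 480/540 nm over 6 reads at 60 s intervals; 50 mM HEPES pH 7.8, 0.5 mM EDTA, 0.1 mg/ml BSA, 1 mM TCEP, 0.01% Tween-20.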
12-LOX inh = blocks human arachidonate 12S-lipoxygenase. 580,000 compounds, 1.1% hits. AID 1671190. purified 12hLO, xylenol orange hydroperoxide absorbance. Potency, µM (doses to about 108 µM), inactives show top-dose activity change, negative = inhibition, actives largely listed as inhibitors. P18054; further: on the % scale 0 is the no-effect control and ±100 the full control effect
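Purified human 12hLO at 150 nM in 25 mM Hepes, 0.01% Triton X-100, pH 7.0, preincubated 15 min at room temperature with compound. Reaction started with 40 uM arachidonic acid, 30 min at room temperature. Hydroperoxide measured by Fe-xylenol orange, 573/405 nm absorbance ratio.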
RXFP1 ag = agonists of human relaxin receptor RXFP1; HEK293T-RXFP1 cAMP TR-FRET, 30 min; response scale: percent of porcine relaxin response, buffer zero; Potency, µM (doses to about 57.5 µM), inactives show top-dose activation, usual class: activators; 370,000 compounds, 0.3% hits; AID 2676; further: on the % scale 0 is the no-effect control and ±100 the full control effect; nearly all actives have a fitted effect of over 60% in size; many of its hits are not listed in these tables
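HEK293T cells stably expressing RXFP1 were pretreated with the PDE4 inhibitor Ro 20174, exposed to compounds for 30 min at 37C, lysed, and cAMP was read by TR-FRET. Data normalized to buffer (basal) and 29 nM porcine relaxin (100%).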
Vif-APOBEC3F blk = blocks the Vif interaction with APOBEC3F. HeLa A3F-eYFP + Vif (tagged APOBEC3F with the HIV-1 protein that degrades it), YFP fluorescence increase. Potency, µM (top dose mostly 46.1 µM), without a hit: top-dose activity, negative = active. 390,000 compounds, 0.2% hits. AID 602313; further: % of control where 0% means no effect; nearly all actives have a fitted effect of over 65% in size
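HeLa cells stably expressing Vif plus C-terminally eYFP-tagged A3F were seeded, incubated overnight at 37 deg C, dosed with compound, incubated overnight again at 37 deg C. Yellow fluorescence (Ex 488/Em 500-530) reported blocked Vif-mediated A3F-eYFP degradation.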
Vif-APOBEC3G blk = blocks the Vif interaction with human APOBEC3G; Potency, µM (series often up to 46.1 µM), for the others: at the top dose activity, negative = active, actives largely listed as inhibitors; AID 602310; Q9HC16; 410,000 compounds, 0.076% hits; HeLa A3G-eYFP + Vif (tagged APOBEC3G with the HIV-1 protein that degrades it), YFP fluorescence, overnight;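 further: on the % scale 0 is the no-effect control and ±100 the full control effect; nearly all actives have a fitted effect of over 60% in size; hits raise eYFP signal because A3G escapes Vif-driven loss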
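Read-out is eYFP fluorescence (Ex 488/Em 500-530) from Vif-expressing HeLa A3G-eYFP cells; more signal means A3G escaped Vif-mediated degradation. Cells plated overnight, compound pinned in, incubated overnight at 37 deg C.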
rTrxR1 inhibitor = inhibitors of rat thioredoxin reductase 1. O89049. recombinant rTrxR1, NADPH fluorescence consumption, selenite substrate. Potency, µM (series often up to 114 µM), for the others: top-dose activity change, negative = inhibition, usual class: inhibitors. 390,000 compounds, 1% hits. AID 588453; further: on the % scale 0 is the no-effect control and ±100 the full control effect; nearly all actives have a fitted effect of over 65% in size
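Rat TrxR1 (90 nM in the dispensed reagent) was pre-reduced with 400 uM NADPH for 5 min at room temperature, then incubated with compound for 15 min. After 400 uM selenite was added, NADPH fluorescence (Ex 340/Em 450 nm) was followed for 8 min.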
An asterisk follows results filed as active; u = inconclusive; x = no result given; & = joins results of further samples; [ ] = another dose, or the depositor's remark. The call rests on the fitted dose curve; in most records, active means well fitted curve in the direction sought with a large enough effect; inconclusive means small, poorly fitted or top-dose-only effect, or another doubt; inactive means no such curve, though single readings can be large; an effect the other way counts as inactive or inconclusive. Potency means the concentration at half of the fitted maximal effect. An excerpt; the hit share may differ from the screen's.

SMILES	mIDH1 inhibitor	TrxR1 substrate	RGS4 inh	USP1-UAF1 inh	12-LOX inh	RXFP1 ag	Vif-APOBEC3F blk	Vif-APOBEC3G blk	rTrxR1 inhibitor
CC(=O)Nc1nc(C)c(-c2csc(Nc3ccc(O)cc3)n2)s1	5%	-10%	u	-17%	x	-1.6%	-6%	u	-23%
COc1cccc(CN(C)CC(=O)NCc2ccc(F)cc2)c1OC	1%	6%	3%	-12%	0%	-1.7%	2%	0%	12%
Cc1ccc(OC(=O)Nc2ccccc2)cc1	4%	-1%	-45%	-24%	-3%	0.3%	7%	2%	-2%
COc1ccc(Cl)cc1NC(=O)COc1cccc(-n2cnnn2)c1	4%	0%	-13%	-11%	0%	-0.5%	7%	0%	-8%
CCN(CC(=O)Nc1ccccc1OC)C(=O)COc1ccc2ccccc2c1	6%	-9%	6%	1%	3%	-0.2%	-17%	-4%	-8%
O=C(O)C1CC=CCC1C(=O)NNc1ccccc1 (stereo not given)	5%	10%	-52%	-10%	u	2.0%	-1%	-1%	18%[57.1 µM]
COc1ccc(CNC(=O)c2cccnc2Sc2ccc(C)c(C)c2)cc1	6%	-2%	-9%	6%	12%	0.6%	-11%	0%	10%
CCCNCC(O)Cn1c2ccccc2n2c(=O)cc(C)c(C#N)c12 (stereo not given)	-4%	15%[57.1 µM]	-7%	-26%	0%	8.6%	-7%	4%	16%[57.1 µM]
O=C(N[C@@H](Cc1ccccc1)C(=O)N1CCN(S(=O)(=O)c2cccc(F)c2)CC1)c1ccco1	-10%	-1%	-30%	-17%	-35%	0.2%	-8%	0%	21%
CCS(=O)(=O)n1nc(-c2ccc(Cl)cc2)nc1N	0%	0%	17%	-3%	u	-3.3%	0%	0%	-4%
Cc1ccc(C(=O)Nc2cccc(C(=O)N3CCOCC3)c2)cc1	5%	-3%	20%	-17%	-26%	-0.2%	2%	0%	2%
CCOc1ccccc1CNC(=O)c1ccc(NC(=O)N2CC(C)Sc3ccccc32)cc1 (stereo not given)	0%	-1%	-7%	-16%	0%	-0.9%	1%	-2%	3%
COc1ccccc1NC(=O)C1CCCN(c2nc(C)cc(C)n2)C1 (stereo not given)	2%	15%[57.1 µM]	3%	-9%	-18%	0.5%	1%	0%	12%[57.1 µM]
Cc1c(CCO)c(=O)oc2n[nH]c(-c3ccccc3)c12	-3%	-6%	-15%	-6%	-5%	-1.5%	2%	-1%	-9%
COc1ccc(Cl)cc1NC(=O)C1CC(c2ccccc2Cl)=NO1 (stereo not given)	8%	x	x	-26%	-3%	x	2%	-1%	x
O=C(CSc1nc2[nH]ncc2c(=O)[nH]1)Nc1ccc(Cl)c(Cl)c1	-6%	-5%	-1%	-14%	-11%	-0.9%	7%	1%	-4%
COc1ccc(C2NS(=O)(=O)N=C2N)cc1 (stereo not given)	1%	-3%[57.1 µM]	u	0%	-12%	0.5%	-18%	1%	9%[57.1 µM]
Cc1ccc2oc(-c3cc(NC(=O)Cc4ccccc4)ccc3Cl)nc2c1	-24%	38%[activator]	-2%	-20%	-9%	-0.4%	-16%	-2%	u
Cc1ccc2cccc(NC(=O)C(C)Oc3ccc(C)c(C)c3)c2n1 (stereo not given)	x	-4%	3%	-15%	11%&-7%	-5.4%	x	x	17%
COc1ccccc1NC(=O)CN1C(=O)COc2ccc(C)cc21	1%	7%[57.1 µM]	6%	-14%	-2%	0.2%	-22%	-4%	1%[57.1 µM]
O=C(NCCCN1CCCC1)C1CCC(=O)N1C1CCCCC1 (stereo not given)	13%	2%	15%	-3%	23%	-0.2%	-5%	0%	-2%
COc1cccc(COCC(O)CN2CCC(C(N)=O)CC2)c1 (stereo not given)	1%	11%[57.1 µM]	2%	-18%	-16%	1.4%	-2%	0%	5%[57.1 µM]
Cc1c(NC(=O)c2c(NC(=O)CNC3CC3)sc3c2CCCC3)c(=O)n(-c2ccccc2)n1C	3%	4%	-2%	3%	6%	5.4%	4%	-9%	1%
Cc1cccc(NC(=O)c2ccc(S(=O)(=O)N(C)CC3CCCO3)cc2)c1C (stereo not given)	1%	-5%	-9%	-16%	2%	x	6%	-1%	8%
O=[N+]([O-])c1ccc(CN2CCN(c3nc4ccccc4s3)CC2)cc1	1%	5%[57.1 µM]	-13%	-7%	8%	-3.0%	1%	0%	13%[57.1 µM]

Next part (3 carried over from the part before).
SMILES	mIDH1 inhibitor	TrxR1 substrate	RGS4 inh	USP1-UAF1 inh	12-LOX inh	RXFP1 ag	Vif-APOBEC3F blk	Vif-APOBEC3G blk	rTrxR1 inhibitor
Cc1c(NC(=O)c2c(NC(=O)CNC3CC3)sc3c2CCCC3)c(=O)n(-c2ccccc2)n1C	3%	4%	-2%	3%	6%	5.4%	4%	-9%	1%
Cc1cccc(NC(=O)c2ccc(S(=O)(=O)N(C)CC3CCCO3)cc2)c1C (stereo not given)	1%	-5%	-9%	-16%	2%	x	6%	-1%	8%
O=[N+]([O-])c1ccc(CN2CCN(c3nc4ccccc4s3)CC2)cc1	1%	5%[57.1 µM]	-13%	-7%	8%	-3.0%	1%	0%	13%[57.1 µM]
COC(=O)CN(c1ccc2c(c1)OCO2)S(C)(=O)=O	4%	-8%	6%	1%	17%	0.6%	-1%	2%	-12%
Cc1cn2c(=O)cc(COc3cccc(NC(=O)c4ccc(C(C)(C)C)cc4)c3)nc2s1	18%	-2%	3%	-27%	-13%	0.0%	8%	2%	12%
COc1cc(CCC(=O)OCC(=O)NCc2ccc(Cl)cc2)cc(OC)c1OC	20%	8%[57.1 µM]	3%	4%	1%	0.3%	-11%	0%	21%[11.4 µM]
CCOC(=O)C1=NNC2(c3ccc(Cl)cc3)C(=O)N(c3ccc(C)cc3)C(=O)C12 (stereo not given)	-4%	-8%	27%	-4%	-16%	3.8%	1%	-8%	-6%
O=C(CSc1ccc([N+](=O)[O-])cc1)Nc1nnc(C2CC2)s1	0%	6%[57.1 µM]	30%	-4%	5%	x	-17%	-3%	14%[57.1 µM]
O=C(Nc1cccc2ccccc12)c1ccc(OC(=S)N2CCOCC2)cc1	7%	0%	-11%	-25%	20%	0.5%	-9%	-3%	14%
Cc1ccc(S(=O)(=O)N(Cc2ccccc2)c2ccccn2)cc1[N+](=O)[O-]	-9%	-3%	0%	-2%	-22%	-0.1%	0%	2%	19%
O=C(NC(=S)Nc1ccc(-c2ccccc2)cc1)c1ccccc1	-1%	-2%[57.1 µM]	-33%	-12%	u	x	u	1%	-8%[57.1 µM]
COc1ccc2c(C)cc(SCC#N)nc2c1	0%	-5%	16%	-16%	1%	-0.1%	22µM*	u	8%
Cc1ccc(S(=O)(=O)NC(CC(C)C)C(=O)N2CC(C)OC(C)C2)cc1 (stereo not given)	3%	-7%	1%	-18%	7%	-2.0%	6%	-1%	0%
O=C(Nc1ccccc1F)Nc1cccnc1Cl	-5%	-5%	3%	-16%	0%	x	8%	0%	6%
COC(=O)CCN1CCC2CC1c1cc(Cl)ccc12 (stereo not given)	-4%	3%	-37%	-25%	u	x	0%	0%	15%
Cc1cccc(C(=O)c2ccccc2C(=O)O)c1	-2%	14%[57.1 µM]	-12%	-7%	-22%	3.5%	17%	0%	13%
C/C(=N/NC(=O)CNC(=O)C1COc2ccccc2O1)c1ccc([N+](=O)[O-])cc1 (stereo not given)	-2%	-3%	-12%	-2%	-2%	2.7%	6%	0%	11%
CCC(=O)N1c2ccccc2CC1C(=O)NCc1ccc(OC(C)C)cc1 (stereo not given)	6%	0%[57.1 µM]	2%	-3%	-2%	2.6%	4%	-1%	8%[57.1 µM]
COc1cccc(NC(=O)c2ccccc2N2C(=O)C3C4C=CC(C4)C3C2=O)c1 (stereo not given)	5%	-6%	-1%	-4%	-8%	2.6%	-9%	1%	-1%

Rewritten with each value named: two of the compounds above.
SMILES: CCOC(=O)C1=NNC2(c3ccc(Cl)cc3)C(=O)N(c3ccc(C)cc3)C(=O)C12 (stereo not given)
  mIDH1 inhibitor: -4% | TrxR1 substrate: -8% | RGS4 inh: 27% | USP1-UAF1 inh: -4% | 12-LOX inh: -16% | RXFP1 ag: 3.8% | Vif-APOBEC3F blk: 1% | Vif-APOBEC3G blk: -8% | rTrxR1 inhibitor: -6%

SMILES: O=C(CSc1ccc([N+](=O)[O-])cc1)Nc1nnc(C2CC2)s1
  mIDH1 inhibitor: 0% | TrxR1 substrate: 6%[57.1 µM] | RGS4 inh: 30% | USP1-UAF1 inh: -4% | 12-LOX inh: 5% | RXFP1 ag: x | Vif-APOBEC3F blk: -17% | Vif-APOBEC3G blk: -3% | rTrxR1 inhibitor: 14%[57.1 µM]

Assay outcomes from PubChem BioAssay.
